mcGAS RapidFire: blocks mouse cGAS cGAMP production; Q8C6L5; recombinant mouse cGAS, cGAMP by RapidFire MS; inhibition, % at 12.5 µM; hit rate 0.18% among 130,000; AID 1259397;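 active = inhibition of cGAS enzyme activity at or above 60%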;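 also: enzyme stimulated by 45 bp dsDNA with ATP and GTP substrates; cGAMP share of summed cGAMP plus half ATP and half GTP signals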
Target sequence (Q8C6L5 whole entry, looked up): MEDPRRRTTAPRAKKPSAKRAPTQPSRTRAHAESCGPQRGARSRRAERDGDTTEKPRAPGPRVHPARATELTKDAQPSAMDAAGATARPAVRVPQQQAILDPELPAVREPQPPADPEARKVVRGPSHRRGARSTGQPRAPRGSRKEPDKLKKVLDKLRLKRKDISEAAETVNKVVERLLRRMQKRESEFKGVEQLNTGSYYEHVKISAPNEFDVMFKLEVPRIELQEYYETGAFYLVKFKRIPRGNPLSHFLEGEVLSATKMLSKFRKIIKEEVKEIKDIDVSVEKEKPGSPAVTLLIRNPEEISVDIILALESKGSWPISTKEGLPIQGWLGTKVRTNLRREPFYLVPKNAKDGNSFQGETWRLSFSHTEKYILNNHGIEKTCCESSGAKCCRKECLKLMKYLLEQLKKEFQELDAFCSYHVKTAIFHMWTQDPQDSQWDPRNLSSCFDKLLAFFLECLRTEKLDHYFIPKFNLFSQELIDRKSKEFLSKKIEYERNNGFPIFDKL
* marks the source's active call; other numbers are inactive results; & = joins results of further samples. The list is partial; rates above refer to the full screens.

SMILES	mcGAS RapidFire
COC(=O)C1C(=O)c2c([nH]c(C(=O)OC3CCCCC3)c2C)CC1C (stereo unspecified)	-4
CCOc1ccc(-c2ccnc(-c3ccco3)n2)cc1C(=O)O	-2
COc1ccccc1OCCCOc1ccc(Cl)cc1Cl	-12
N#Cc1cccc(C(=O)NC2CC(=O)N(Cc3ccccc3)C2)c1 (stereo unspecified)	-14
CC(NC(=O)c1cc2ccccc2[nH]c1=O)c1ccncc1 (stereo unspecified)	-5
CCOC(=O)COc1c(/C=C2/C(=N)N3N=C(c4cccs4)SC3=NC2=O)cccc1OC	49
Cc1ccn(CCC(=O)NCc2cccnc2Oc2ccccc2F)n1	-6
CCN(CC(C)C)C(=O)c1ccccc1Sc1ccc(S(=O)(=O)NC)cc1	-7
Cc1nn(S(=O)(=O)c2ccccc2)c(C)c1S(=O)(=O)N(C)c1ccccc1	-9
CC1CCc2onc(C(=O)Nc3nc4ccccc4n3C)c2C1 (stereo unspecified)	-2
COc1ccccc1CCc1nc(CC2CCN(C)CC2)no1	-4
O=S(=O)(NCc1ccccc1)N1CCC(Cc2noc(C3CC3)n2)CC1	-20
COc1ccc(Cl)cc1C1=NOCC(=O)N1Cc1ccc(C)cc1	1
Cc1cc(C)n2c(=S)[nH]nc2n1	2
CC1=C(C(=O)N2CCCC(CCC(=O)N3CCN(c4ccccn4)CC3)C2)OCCO1 (stereo unspecified)	3
COc1cccc(-c2ccc3c(c2)N(Cc2ccccc2OC)C(=O)C(C)S3)c1 (stereo unspecified)	3
OC(COc1ccc2ccccc2c1)Cn1ccnc1 (stereo unspecified)	-2
CCC(CC)(CNC(=O)c1ccc(F)nc1)S(C)(=O)=O	0
N#Cc1c(COC(=O)c2ccc3c(c2)NC(=O)CO3)cn2ccccc12	1
CCc1ccc(CNc2ccc(C(=O)O)c(Cl)c2)cc1	-1
COCCN1CCN(c2nc(C(=O)N3CCCC3)cs2)C1=O	-11
Oc1cccc(-n2cnnn2)c1	-3
COc1cccc(CN2CCC2(C)C(=O)NCc2cccc(C(F)(F)F)c2)c1OC (stereo unspecified)	-9
CCN(C(=O)CCc1cc(OC)ccc1OC)c1ccccc1C	3
CCc1ccccc1NC(=O)CCN1CCN(S(=O)(=O)N2CCCC2)CC1	-3

Sorted by number of heavy atoms (low to high): 5 of the compounds above.
SMILES	mcGAS RapidFire
Cc1cc(C)n2c(=S)[nH]nc2n1	2
COCCN1CCN(c2nc(C(=O)N3CCCC3)cs2)C1=O	-11
COc1ccccc1CCc1nc(CC2CCN(C)CC2)no1	-4
Cc1ccn(CCC(=O)NCc2cccnc2Oc2ccccc2F)n1	-6
Cc1nn(S(=O)(=O)c2ccccc2)c(C)c1S(=O)(=O)N(C)c1ccccc1	-9

Going on with the list:
SMILES	mcGAS RapidFire
COc1ccccc1-c1nn(CN2CCOC(C)C2)c(=S)o1 (stereo unspecified)	5
CN(C)C(=O)c1csc(-c2csc(Nc3ccc4c(c3)CCC4)n2)c1	-5
COc1cccc(NC(=O)C2(C)CCCN(C(C)C)C2)c1OC (stereo unspecified)	-6
O=C(Cn1cnc2sccc2c1=O)NC(=O)NC1CCCCC1	-11
CC1CCN(Cc2nnnn2CCCC(=O)NCC(C)(C)N2CCOCC2)CC1	1
Cc1c(C(=O)Nc2ccc(N3CCCS3(=O)=O)cc2)oc2c(Cl)cccc12	-4
O=c1[nH]c(CNCCO)nc2ccsc12	9
C[C@@]1(O)CCN(C(=O)Cc2ccc(O)cc2)C[C@@H]1Cc1ccccc1	-11
O=C(CCN1CCCCO1)NCCNC(=O)c1ccc(F)cc1	-3
COc1ccc(S(=O)(=O)N2CCc3c(nnn3C)C2)cc1C1(C)NC(=O)NC1=O (stereo unspecified)	-5
CN(CC1COc2ccccc2O1)c1cc(=O)n2cc(Cl)ccc2n1 (stereo unspecified)	-11
CCCC(=O)N1CCC1(C)C(=O)NS(=O)(=O)c1ccc(OC)c(OC)c1 (stereo unspecified)	0
NC(=O)c1ccc(CN2CCCC2c2ccc3c(c2)OCCCO3)cc1 (stereo unspecified)	3
CCOC(=O)c1sc(SC#N)c(C#N)c1C	-2
CC(C)CC(C)N(C)C(=O)c1cc(F)cc(F)c1 (stereo unspecified)	-8
Cc1noc(C)c1CN(C)Cc1nc2c(s1)CCCC2	-13
O=C(CCC1CCN(C(=O)Cn2cncn2)CC1)N1CCN(c2ccccc2)CC1	-7
COCCS(=O)(=O)Nc1cc(C2CCCCCC2)[nH]n1	-7
Cc1ccc(-c2cn(CC3CCN(Cc4cnc(C)[nH]4)CC3)nn2)cc1	6
CC(=O)OCC(=O)[C@@]1(O)CCC2C3CCC4=CC(=O)C=CC4(C)C3[C@@H](O)C[C@@]21C (stereo partly specified)	-7
CCCCNc1ccc(S(=O)(=O)N2CCOCC2)cc1NS(=O)(=O)C=Cc1ccccc1	-1
CC(Sc1nnc(C(C)C)o1)C(=O)Nc1cc(Cl)ccc1Cl (stereo unspecified)	-13
COC(=O)[C@@H]1C[C@@H](NC(=O)CCN2CCCO2)CN1C	-33
O=C(NCCc1ccccn1)c1ccc2nc(Cc3ccccc3F)oc2c1	-11
CCC(NC(=O)Cn1c(=O)cc(C)c2ccccc21)c1ccnn1C (stereo unspecified)	-8

In another format: results already given
Molecule,mcGAS RapidFire
O=C(Cn1cnc2sccc2c1=O)NC(=O)NC1CCCCC1,-11
O=C(CCC1CCN(C(=O)Cn2cncn2)CC1)N1CCN(c2ccccc2)CC1,-7
Cc1c(C(=O)Nc2ccc(N3CCCS3(=O)=O)cc2)oc2c(Cl)cccc12,-4
CCCC(=O)N1CCC1(C)C(=O)NS(=O)(=O)c1ccc(OC)c(OC)c1 (stereo unspecified),0
CCC(NC(=O)Cn1c(=O)cc(C)c2ccccc21)c1ccnn1C (stereo unspecified),-8
CC(Sc1nnc(C(C)C)o1)C(=O)Nc1cc(Cl)ccc1Cl (stereo unspecified),-13

Later entries
SMILES	mcGAS RapidFire
O=C(C1=CCCCC1)N1CCC2(CCCN(CCc3ccccc3)C2)C1 (stereo unspecified)	-14
Cc1ccc(C=C(C#N)C(=O)NCC2CCCO2)o1 (stereo unspecified)	1
CC(C)CS(=O)(=O)N(Cc1ccco1)Cc1ccco1	3
CCC1CCC(C(=O)NCc2cc(N(C)C)nc3ccccc23)O1 (stereo unspecified)	4
Nc1nc(Cl)cc(N2CCN(C(=O)c3ccccc3OC(F)F)CC2)n1	-26
Cc1cnccc1N1CCCN(C(=O)c2cc(-c3ccccc3)n[nH]2)CC1	-21
COC(=O)c1cc(-c2ccco2)nc2c1c(C)nn2C1CCS(=O)(=O)C1 (stereo unspecified)	-6
Cc1ccc(C(C)NC(=O)CN2C[C@H]3C[C@H](O)[C@@H](O)C[C@H]3C2)cc1 (stereo partly specified)	-21
Cc1noc(C(C)SCc2ccccc2C)n1 (stereo unspecified)	4
O=C(NCc1ccccc1)c1cc(=O)c(OCc2ccc(F)cc2)co1	-4
FC(F)Oc1ccc(-c2csc(NNC3=NCCCCC3)n2)cc1	-9
CCc1c(C)nn(C)c1NC(=O)c1cccc(CN2CCCC(C(N)=O)C2)c1 (stereo unspecified)	-32
CC(Sc1nc2ccccc2n1C1CCCCC1)C(=O)NCC(F)(F)F (stereo unspecified)	-1
COc1ccc2c(c1)CCCN(c1nnc(Cl)cc1C(N)=O)C2	-7
CN1Cc2ccccc2CC1Cn1cnc(-c2ccccc2)c1-c1ncc[nH]1 (stereo unspecified)	-10
CC(C)c1noc(CN2CCCC3(C2)C(=O)Nc2ccccc23)n1 (stereo unspecified)	-28
Cn1nnc2c(N3CCN(C(=O)C(c4ccccc4)c4ccccc4)CC3)ncnc21	-5
Cc1cccc2c(-c3cc(NCCO)ncn3)c[nH]c12	-8
c1ccc(-c2ncc(CN3CCC(OCc4cccnc4)CC3)cn2)nc1	-5
CCOC(=O)C1=C(C)NC(=S)NC1c1ccco1 (stereo unspecified)	51
CC(C)Cn1cncc1Cn1cnc(-c2ccccc2)c1C1CCOC1 (stereo unspecified)	-10
CN(C)Cc1cncc(Oc2cc(F)c(CN3CCCC3)c(Cl)c2)n1	-22
O=C(CNC(=O)Cc1ccccc1)NCC(=O)OCC(=O)c1cccc2ccccc12	-6
Cc1nc2ncccc2cc1C(=O)NC(CC(C)C)c1nnc2n1CCNCC2 (stereo unspecified)	-9
O=C(Nc1ccc(SCc2cccnc2)nn1)C1CC1	9
(listing goes on)
SMILES	mcGAS RapidFire
COC(=O)[C@@H]1CCCN1Cc1c(C(=O)N(C)CCc2ccccc2)nc2sccn12	-5
CC1(CNC(=O)C2CCCN2C(=O)Cc2ccccc2)CCCO1 (stereo unspecified)	-47
O=C(CCl)Nc1ncc(Cc2c(Cl)cccc2Cl)s1	-3
CCN(C(=O)C1=CCCCO1)C(C)c1ccncc1 (stereo unspecified)	-4
Brc1ccc(-c2noc(CCc3ccccc3)n2)o1	-15
c1cc(-c2nccn2-c2ccc3cn[nH]c3c2)c2nonc2c1	-1
Cc1ccc2cc(C3=C/C(=C/c4ccco4)C(=O)O3)ccc2c1	-5
COC(=O)c1ccc(-c2noc(CN3C[C@H](O)[C@@H](N4CCCC4)C3)n2)cc1	-27
Cc1cc(=O)[nH]c(NNS(=O)(=O)c2ccc3ccccc3c2)n1	-4&9
CN1CCC2(CC1)CN(C(=O)c1nc3ccccc3[nH]1)CCN2C	-10
COc1cccc(NC(=O)CCC2CCN(C(=O)c3c4c(nn3C)CCCC4)CC2)c1	-1
CCc1ccc(NC(=O)NCCc2cscn2)cc1	2
CCCCC(O)Cc1ccccn1 (stereo unspecified)	-10
CCOC1CC(O)C12CCN(c1cncc(Br)c1)CC2 (stereo unspecified)	-7
N#Cc1c(-c2ccncc2)cc(-c2ccc(F)cc2)nc1N	10
CC1CN(C(=O)c2cc3ccc(C(C)(C)C)cc3[nH]2)CC(C)O1 (stereo unspecified)	-7
Cc1ccc(CN(C)C(=O)Nc2ccc(N3CCOCC3)cc2C)cc1	-4
Cc1nnsc1C(=O)N1CCCC(N2CCN(Cc3ccc4c(c3)OCO4)CC2)C1 (stereo unspecified)	-8&-4
CCOc1ncccc1NC(=O)c1cc(F)cc(F)c1	2
O=C(CCc1ccc(-c2ccc(Cl)cc2)[nH]1)N1CCOC(C(F)(F)F)C1 (stereo unspecified)	-5
CCn1c(C2CCCN(c3nc4ccccc4s3)C2)nn(C)c1=O (stereo unspecified)	-12
COC(=O)[C@@H]1C[C@H](C(=O)NCc2ccc(C)o2)[C@H](c2cccc(F)c2F)N1C	-1
CCOc1ccc(C(=O)N2C[C@@H](N)C[C@H]2C(=O)NC)cc1OCC	-12
CNc1nc(-c2cc(OC)ccc2OC)cs1	-2&7
C=CCNC(=O)CC1CSc2nc(C)cc(=O)n21 (stereo unspecified)	-7
Remaining list, next part
SMILES	mcGAS RapidFire
Cc1c(C(C)NC(=O)CCn2cnc3ccccc3c2=O)cnn1-c1ccccn1 (stereo unspecified)	-6&-3
Cc1noc2ncc(C(=O)N3CCCC3c3ccc(C(C)(C)C)cc3)cc12 (stereo unspecified)	-2
CC(=O)SCC(=O)C(C#N)c1nc2cc(C)c(C)cc2[nH]1 (stereo unspecified)	0
Cc1cc(Cl)ccc1Nc1nc(NCCc2ccccc2)nc2nccnc12	32
c1ccc2c(c1)SCCN2c1ncnc2sc3c(c12)CCCC3	-6
CCOc1ccc(CSc2n[nH]c(-c3ccccn3)n2)nc1	0
CC(C)c1nnc(SCC(=O)N2c3ccccc3CCC2C)n1C1CC1 (stereo unspecified)	8
CC(C)c1cc(C(=O)N2CC[C@@](C)(O)[C@@H](Cc3ccccc3)C2)on1	-35
O=C1C2C=CC=C3C=CC=C(C32)N1c1ccc(-c2ccccc2)cc1 (stereo unspecified)	-2
CCCCn1cnc2c(nnn2CC)c1=O	-6
c1cn(CCCNc2nccn3ccnc23)cn1	-4
O=C(O)c1ccc(-n2cccc2/C=N/NC(=O)c2cc3cc(Br)ccc3o2)cc1	-7
Cc1ccc(Nc2nc(Nc3cccc(F)c3)nc3nccnc23)cc1	-18
C=CCn1cc(CN2CCN3C(=O)CNC(=O)C3C2)cn1 (stereo unspecified)	-5
CCN(Cc1nc2cc(Cl)ccc2c(=O)[nH]1)C(=O)CSc1ccc(C)cc1C	-3
N#CC1(c2ccccc2)CCN(C(=O)C2CC=CCC2C(=O)N2CCC(O)(c3ccccc3)CC2)CC1 (stereo unspecified)	-5
O=C(NNc1nc(-c2ccccc2)c2cc(Br)ccc2n1)c1ccc(S(=O)(=O)N2CCCCC2)cc1	-2
O=[N+]([O-])C(C(Cl)=C(Cl)Cl)=C(N1CCOCC1)N1CCOCC1	-4
CC(=O)C1=C(O)C(=O)N(CCCNCCO)C1c1cccc(F)c1 (stereo unspecified)	-7
CNc1cc(-c2ccccc2N(C)C)ncn1	-5
Fc1ccccc1OCCSc1nc2ccccc2n1Cc1ccccc1	1
O=C1c2ccccc2NC(c2ccccn2)N1c1ccc2c(c1)OCO2 (stereo unspecified)	-1
OC(CNC1CCSc2ccc(F)cc21)COCc1ccccc1Cl (stereo unspecified)	-1
Cc1cc(O)c(C=Nc2ccc(Cl)cn2)c(=O)o1	2

Some of the entries so far, in CSV form:
SMILES,mcGAS RapidFire
O=C(NNc1nc(-c2ccccc2)c2cc(Br)ccc2n1)c1ccc(S(=O)(=O)N2CCCCC2)cc1,-2
CC(=O)C1=C(O)C(=O)N(CCCNCCO)C1c1cccc(F)c1 (stereo unspecified),-7
Cc1cc(O)c(C=Nc2ccc(Cl)cn2)c(=O)o1,2
Cc1cc(Cl)ccc1Nc1nc(NCCc2ccccc2)nc2nccnc12,32
O=C1C2C=CC=C3C=CC=C(C32)N1c1ccc(-c2ccccc2)cc1 (stereo unspecified),-2
Cc1ccc(Nc2nc(Nc3cccc(F)c3)nc3nccnc23)cc1,-18
CCN(Cc1nc2cc(Cl)ccc2c(=O)[nH]1)C(=O)CSc1ccc(C)cc1C,-3

Compound activity from PubChem BioAssay.
